# FID counter: displaces DNA intercalator in HCV helicase counter-screen. DNA fluorescent intercalator displacement, fluorescence. inhibition, % at 7.9 µM. hit rate 0.17% among 290,000. AID 1845; in the data active = inhibition above about 37%;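 note: 0% = vehicle and 100% = reference compound; higher means more ethidium bromide displaced from hairpin DNA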
# IDE act: activators of human insulin-degrading enzyme in cells; P14735; HEK cells, FAbeta-B cleavage, fluorescence polarization; 0% vehicle, 100% cell-free pure enzyme wells; activation, % at 5.96 µM; hit rate 0.073% among 340,000; AID 493087;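 active = activation above the mean of all tested compounds plus 3 SD, set per screening campaign, cut at about 17% in these data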
# IMP-1 inhibitor: inhibitors of Pseudomonas aeruginosa IMP-1 metallo-beta-lactamase | inhibition, % at 5.6 µM | purified IMP-1, nitrocefin hydrolysis, epi-absorbance fluorescence | hit rate 0.45% among 290,000 | AID 1556;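 active = inhibition above the mean plus 3 SD of all compounds in the same screening run, cut at about 4.5% in these data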;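 note: 0% = IMP-1 with DMSO and 100% = DMSO wells lacking enzyme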
#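 System: purified recombinant IMP-1 beta-lactamase. Medium: Zinc- and detergent-supplemented HEPES buffer, pH 7.1. Compound: one 5.6 µM dose […]. Schedule: 15 min preincubation plus 25 min reaction at 25 °C. Technique: Epi-absorbance fluorescence, 480 nm excitation, 530 nm emission.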
# MEKK3 PB1 HTS: modulators (inhibitors or enhancers) of MEK5 binding to human MEKK3 PB1 domain; Q99759; bead-based flow cytometry, Alexa488-MEK5 binding to MEKK3; actives lie on both sides; 0 = blocked by unlabeled MEK5, 100 = vehicle; binding response (% of control), % at 10 µM; hit rate 1.4% among 290,000;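 active = binding response more than 3 SD above or below the average of its plate-row segment, actives on both sides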;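 note: Alexa488 bead fluorescence after subtracting the streptavidin-only scavenger bead signal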
# Target sequence (Q99759 whole entry, looked up, the tested form may be a part): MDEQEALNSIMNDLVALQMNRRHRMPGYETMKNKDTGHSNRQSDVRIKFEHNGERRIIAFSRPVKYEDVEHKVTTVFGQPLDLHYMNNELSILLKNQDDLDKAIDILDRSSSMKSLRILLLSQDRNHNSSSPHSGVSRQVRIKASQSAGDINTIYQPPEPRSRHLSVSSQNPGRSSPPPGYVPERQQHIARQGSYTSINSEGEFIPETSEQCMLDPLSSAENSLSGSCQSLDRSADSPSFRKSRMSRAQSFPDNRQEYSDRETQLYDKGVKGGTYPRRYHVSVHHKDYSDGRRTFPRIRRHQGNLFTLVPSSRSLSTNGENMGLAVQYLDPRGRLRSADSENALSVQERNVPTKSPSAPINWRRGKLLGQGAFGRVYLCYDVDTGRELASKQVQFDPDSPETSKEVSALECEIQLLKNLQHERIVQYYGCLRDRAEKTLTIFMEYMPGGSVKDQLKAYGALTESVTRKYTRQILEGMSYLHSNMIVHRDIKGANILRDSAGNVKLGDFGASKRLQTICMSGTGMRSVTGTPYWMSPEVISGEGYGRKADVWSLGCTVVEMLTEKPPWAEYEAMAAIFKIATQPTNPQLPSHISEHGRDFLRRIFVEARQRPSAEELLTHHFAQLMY
# SUMO HTRF inh: blocks human SUMOylation mediated by UBC9; P63279; HTRF SUMOylation assay, SAE1/SAE2 + UBC9, in vitro; inhibition, % at 35 µM; hit rate 0.36% among 290,000; AID 2006; in the data active = inhibition above about 50%, passing the limit was not always enough; note: strong numbers were not always called active
# Target sequence (P63279 whole entry, looked up): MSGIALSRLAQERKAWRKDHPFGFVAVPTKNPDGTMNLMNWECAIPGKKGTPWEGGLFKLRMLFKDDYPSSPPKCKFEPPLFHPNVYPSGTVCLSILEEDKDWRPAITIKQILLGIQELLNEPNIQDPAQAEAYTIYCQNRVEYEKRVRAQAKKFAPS
# VIM-2 inh: blocks Pseudomonas aeruginosa VIM-2 metallo-beta-lactamase; hit rate 0.89% among 290,000; AID 1527; purified VIM-2, nitrocefin hydrolysis, epi-absorbance fluorescence; inhibition, % at 5.6 µM;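 active = inhibition above the mean of all tested compounds plus 3 SD, cutoff set per screening run, cut at about 7.5% in these data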;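 note: red hydrolysis product quenches plate fluorescence so inhibitors raise well fluorescence; 0% = enzyme with DMSO and 100% = DMSO without enzyme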
# NS3 helicase inh: HCV NS3 helicase inhibition | NS3 helicase DNA unwinding, Cy5 molecular beacon fluorescence | inhibition, % at 10.9 µM | hit rate 0.56% among 290,000 | AID 1800;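 active = inhibition above the mean of all tested compounds plus 3 SD, set per campaign, cut at about 35% in these data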;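 note: 0% = DMSO wells and 100% = thioflavine S control wells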
#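 Assay system: hepatitis C virus NS3 helicase domain fragment enzyme. Also added: annealed dual-labelled DNA beacon duplex, ATP-started. Timing: 1 h reaction at 25 °C, ATP-initiated. Technique: Cy5 fluorescence at 0 and 60 min, beacon hairpin quenching. Evaluation: % inhibition of unwinding. Replication: one well per compound.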
# PHOSPHO1 block: inhibitors of human PHOSPHO1 phosphatase | Q8TCT1 | recombinant PHOSPHO1, absorbance phosphatase assay | inhibition, % at 13.3 µM | hit rate 1.1% among 290,000 | AID 1565; in the data active = inhibition above about 60%
# Target sequence (Q8TCT1 whole entry, looked up): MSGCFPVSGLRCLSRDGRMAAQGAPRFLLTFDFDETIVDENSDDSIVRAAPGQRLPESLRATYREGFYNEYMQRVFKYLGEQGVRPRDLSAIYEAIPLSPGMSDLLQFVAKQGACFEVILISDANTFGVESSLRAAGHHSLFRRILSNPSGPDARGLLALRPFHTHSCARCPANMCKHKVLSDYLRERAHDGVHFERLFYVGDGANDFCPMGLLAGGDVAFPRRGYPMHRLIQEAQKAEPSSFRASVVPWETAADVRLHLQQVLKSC
# pCIP destab: p/CIP protein destabilization; Q05BA5; decrease of EGFP signal, % at 10 µM; F442A p/CIP-EGFP cells, EGFP fluorescence, 16 h; hit rate 0.01% among 290,000;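 active = EGFP signal decrease of at least 30% at 10 µM or well 3 SD below plate mean, unless failing retest; inactive = the rest, including hits failing retest or dose response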; note: some compounds called inactive have numbers as strong as hits; many of its hits are not listed in these tables
# Numbers without * were called inactive; x = no result given.
# Start of the listing, in advance, 3 compounds:
Compound,FID counter,IDE act,IMP-1 inhibitor,MEKK3 PB1 HTS,SUMO HTRF inh,VIM-2 inh,NS3 helicase inh,PHOSPHO1 block,pCIP destab
CC(C)(C)NC(=O)CN(C(=O)C(=O)Nc1ccc2c(c1)OCCO2)C1CC1,-16.1,-1.4,-2.5,100.0,3.7,0.5,2.1,21.7,7.5
CC(=O)NCCNC(=O)CCNC(=O)c1ccc(Cl)cc1,-2.0,-5.7,2.2,100.0,15.5,-2.1,-4.5,6.7,-3.8
CCN(CC)CCCNC(=O)CCC(=O)Nc1ccc2nc(N3CCC(C)CC3)cc(C)c2c1,19.9,-1.7,-2.1,105.0,14.0,0.4,7.2,-29.0,-7.9

# The whole of this part, previewed entries included:
Compound,FID counter,IDE act,IMP-1 inhibitor,MEKK3 PB1 HTS,SUMO HTRF inh,VIM-2 inh,NS3 helicase inh,PHOSPHO1 block,pCIP destab
CC(C)(C)NC(=O)CN(C(=O)C(=O)Nc1ccc2c(c1)OCCO2)C1CC1,-16.1,-1.4,-2.5,100.0,3.7,0.5,2.1,21.7,7.5
CC(=O)NCCNC(=O)CCNC(=O)c1ccc(Cl)cc1,-2.0,-5.7,2.2,100.0,15.5,-2.1,-4.5,6.7,-3.8
CCN(CC)CCCNC(=O)CCC(=O)Nc1ccc2nc(N3CCC(C)CC3)cc(C)c2c1,19.9,-1.7,-2.1,105.0,14.0,0.4,7.2,-29.0,-7.9
Cc1ccc(NC(=O)CSc2nnc(-c3ccncc3)n2C)cc1C,-7.5,-21.9,-3.6,100.0,-2.3,0.6,-2.6,6.3,4.6
Cc1nnc(SCc2cccc(Oc3ccccc3)c2)n1N,-9.1,1.2,-9.3,98.0,-2.9,0.7,-10.4,-17.0,2.2
CN(C)S(=O)(=O)c1ccc(C(=O)Nc2cccnc2)cc1,-1.6,2.0,-0.8,105.0,18.7,-1.0,-4.2,18.6,-0.7
NNc1ccc(Cl)nn1,-2.0,5.5,-0.1,74.0,13.3,-0.1,-3.5,-4.4,7.2
O=C(Nc1nnc(-c2cccc(F)c2)s1)Nc1ccccc1F,4.3,3.8,-1.8,92.0,1.7,-0.6,1.8,19.2,6.7
Cc1cc(C)cc(C(=O)Oc2cc(C)[nH]c(=O)c2[N+](=O)[O-])c1,1.2,-0.9,-3.7,101.0,-3.0,-2.0,-10.8,38.5,-2.5
CCOC(=O)N1CCC(NC(=O)C2CCCCN2S(=O)(=O)c2ccc(F)cc2)CC1 (stereo not given),-29.2,-1.0,-0.9,108.0,-6.1,-1.9,3.6,-28.5,1.0
C/C(=N\NC(=O)c1c(Br)c(C)nn1C)c1ccc(NC(=O)c2ccoc2C)cc1,-18.8,-3.2,-1.0,99.0,18.4,-4.6,3.7,13.4,-9.3
Nn1c(Cc2cccc3ccccc23)nnc1SCC(=O)NC1CCS(=O)(=O)C1 (stereo not given),-4.4,5.9,-3.8,92.0,1.5,0.3,-5.3,90.3*,-9.2
N/C(=N\O)c1ccc(Oc2ccccc2Cl)c([N+](=O)[O-])c1,-2.1,6.5,-3.3,105.0,-1.3,-5.4,-7.7,-21.5,0.1
COCCN(CCOC)C(=O)C1CCCN(S(=O)(=O)c2ccc(NC(=O)OC)cc2)C1 (stereo not given),-17.9,5.5,-2.0,95.0,12.6,-0.4,6.5,-42.3,8.8
CCOC(=O)Cc1c(C)nc2cc(-c3ccc(C(C)(C)C)cc3)[nH]n2c1=O,-6.9,0.8,-2.3,99.0,29.9,-1.1,10.3,42.7,-0.7
Brc1ccc(OCCOCCN2CCOCC2)cc1,1.6,0.8,-1.4,97.0,8.7,-2.5,-1.6,-43.5,-8.3
COC(=O)COc1cccc2c(=O)n(CC(=O)N3CCCCC3)ccc12,-5.1,-1.3,-1.7,99.0,26.1,-2.7,5.6,27.3,-2.3
Cc1ccc(S(=O)(=O)CCSc2n[nH]c(=O)n2-c2ccccc2)cc1,-14.9,x,-1.6,102.0,-2.9,-4.2,3.0,45.0,-9.1
O=C(O)Cc1ccc(NC(=S)Nc2cccc(Cl)c2Cl)cc1,1.7,-4.4,-2.3,100.0,5.8,1.6,4.2,-9.0,-5.4
Cc1c(NC(=O)/C=C/C(=O)O)cccc1[N+](=O)[O-],3.7,4.1,-3.0,98.0,5.9,-1.0,-1.2,-10.9,5.7
COc1cccc(NC(=O)c2sc3nc4n(c(=O)c3c2C)CCC4)c1,-2.4,2.5,0.7,95.0,x,-2.4,-5.6,-4.5,-2.9
CS(=O)(=O)N(CC(=O)N1CCCCC1)Cc1ccccc1,-8.3,-2.8,1.6,103.0,-11.4,-0.5,-0.8,8.3,3.7
COc1nc(-c2ccccc2Cl)ccc1C#N,4.0,6.1,-0.5,98.0,10.1,0.3,1.8,-11.3,-1.8
CCOC(=O)COc1nc(C)c(Br)c(OC)n1,-0.2,-2.7,-3.0,87.0,14.8,-2.6,5.9,8.6,2.6
Cc1cc2cc(CN(Cc3ccc4c(c3)OCO4)C(=O)c3ccco3)c(=O)[nH]c2cc1C,-28.9,5.3,-1.4,78.0,17.9,-1.2,-11.6,8.7,-18.8
CCN(CC)CCC(c1cc(OC)c(OC)c(OC)c1)c1c(OC)cc(OC)c2c(-c3ccccc3)cc(=O)oc12 (stereo not given),x,3.4,x,106.0,1.2,x,x,35.3,-16.6
COc1ccc(NC(=O)Nc2ccc(C(=O)N3CCOCC3)cc2)cc1OC,-16.3,-2.6,-1.7,99.0,17.2,0.5,-2.1,26.3,6.8
CN(N)c1ccc2c(C(F)(F)F)cc(C(F)(F)F)nc2n1,-0.8,-0.7,-0.2,101.0,16.3,-1.2,-7.2,53.0,7.8
CCOc1cc2[nH]c(=S)n(Cc3ccc(C(=O)N4CCN(C)CC4)cc3)c(=O)c2cc1OCC,31.6,-1.3,-1.7,105.0,8.4,-4.5,-16.2,-4.3,-5.5
CCCNc1nc(C)cc(-c2cc(-c3ccc(Cl)cc3)on2)n1,x,1.4,x,94.0,-7.5,x,x,13.3,-3.4
COc1ccc(/C=N/NC(=O)c2ccoc2C)cc1CN1CCN(c2ccc(F)cc2)CC1,15.7,-4.0,-0.1,102.0,11.0,0.4,-40.7,42.2,-13.8
COc1cc2c(cc1OC)-c1nnnn1C(C)(C)C2,-0.3,4.7,-0.2,104.0,19.0,-1.9,-0.9,3.7,-12.8
CCCN(CCC)c1nc(N)c(C#N)c(CC#N)c1C#N,-14.4,-1.4,-4.5,100.0,2.9,-2.4,3.4,11.3,2.0
COc1ccc(Cl)cc1S(=O)(=O)N1CCN=C1c1ccccc1,-18.2,4.1,0.4,101.0,6.4,0.3,9.2,37.6,-0.5
COC(=O)c1sccc1N/N=C/c1cccc(Oc2ccccc2)c1,3.7,2.4,-2.1,88.0,-20.9,-3.5,-6.4,3.2,1.0
CSc1nc2n(n1)C(c1cccc(F)c1)C(C(=O)Nc1ccc(C)cc1C)=C(C)N2 (stereo not given),-1.0,-1.7,-1.6,109.0,35.2,1.0,0.3,2.9,-4.7
CC1(C)Cc2cccc(OCC(=O)N3CCN(S(=O)(=O)c4ccccc4)CC3)c2O1,-28.8,0.5,-2.4,100.0,8.3,-1.9,2.9,16.8,7.1
N#CC1=C(N)NC(SCC(=O)c2ccc(Cl)cc2)=C(C#N)C12CCCC2,-1.2,-4.0,-2.6,96.0,-3.5,-2.7,17.1,44.7,2.6
CCOc1ccc(C2c3c(oc4ccccc4c3=O)C(=O)N2CCCN2CCOCC2)cc1 (stereo not given),5.8,-1.3,0.0,97.0,17.0,4.2,0.7,-7.2,-10.3
CCOc1ccc(/C(C)=N/NC(=O)c2nnn(-c3nonc3N)c2-c2cccs2)cc1,-7.0,0.6,0.1,102.0,17.5,-0.9,-2.7,19.1,-5.8

# Next part
# Order of values: FID counter | IDE act | IMP-1 inhibitor | MEKK3 PB1 HTS | SUMO HTRF inh | VIM-2 inh | NS3 helicase inh | PHOSPHO1 block | pCIP destab
- CN(C)CCNc1nc2sc3c(c2c(=O)n1Cc1ccccc1)CCCCC3
    18.5 | 2.5 | 0.1 | 106.0 | 1.7 | 0.6 | -61.3 | 31.6 | 8.7
- Cc1ccc(S(=O)(=O)Cc2ccc(C(=O)N3CCN(c4cccc(C)c4C)CC3)o2)cc1
    -36.8 | -17.1 | -2.7 | 101.0 | -2.7 | -3.2 | -10.1 | 1.8 | 8.0
- COCCN1C(=O)C(=O)/C(=C(/O)c2ccc(OC(C)C)cc2)C1c1cccnc1 (stereo not given)
    -8.7 | 2.4 | -3.3 | 99.0 | 4.5 | 3.0 | 10.0 | 10.6 | -9.2
- S=C(Nc1ccccc1)Nc1ccccc1Br
    -3.2 | -2.0 | -1.5 | 99.0 | -1.3 | -1.1 | -1.8 | -3.6 | 2.4
- Cc1c(C(=O)OCC(=O)Nc2ccc(S(N)(=O)=O)cc2)oc2c1ccc1ccccc12
    -0.8 | -4.7 | 1.9 | 99.0 | 30.4 | 1.2 | 5.0 | 25.6 | -4.9
- COc1cccc(NC(=S)NNC(=O)CCn2cc([N+](=O)[O-])cn2)c1
    1.9 | x | -4.6 | 100.0 | 12.1 | 2.0 | -0.8 | -77.0 | -0.7
- O=C(CSc1ccc(-c2ccccn2)nn1)Nc1cccc(F)c1
    -10.1 | 3.0 | -4.5 | 97.0 | 17.0 | -2.0 | -86.9 | 61.0* | -26.7
- CCc1ccc(N2C(=O)CN(Cc3ccccc3)C2=S)cc1
    -22.3 | 1.4 | -4.3 | 103.0 | 7.0 | -0.7 | 10.2 | 11.4 | -16.6
- Cc1cccc(C)c1NC(=O)NC1(C(=O)NCC2CCCO2)CCCCC1 (stereo not given)
    -9.3 | 8.1 | -1.3 | 99.0 | 1.9 | -1.1 | 6.8 | 18.4 | -5.5
- O=C(COc1ccccc1)Nc1nnc(S(=O)(=O)Nc2ccccc2)s1
    -20.5 | 5.7 | -2.3 | 101.0 | 14.3 | -3.6 | 0.5 | 30.6 | -9.3
- COc1ccc(/C=C/C(=O)NCC(=O)N/N=C/c2cc(Br)ccc2OC)cc1
    -3.9 | -0.1 | -1.8 | 101.0 | 12.7 | -2.7 | 2.3 | 32.5 | -5.0
- O=C(NC1CC2CCCC(C1)N2C(=S)Nc1ccccc1Cl)C1CC1 (stereo not given)
    -4.7 | -4.3 | 0.7 | 98.0 | 8.6 | 0.6 | 1.3 | 37.0 | 0.3
- CCc1cccc(C)c1NC(=O)C1CCCN(S(C)(=O)=O)C1 (stereo not given)
    -0.2 | 0.0 | -2.0 | 105.0 | 7.8 | 1.0 | 4.8 | 19.1 | 1.9
- COc1ccccc1NC(=O)CCC(=O)Nc1ccccc1OC
    -2.6 | 2.8 | -1.0 | 102.0 | 6.2 | -1.9 | -2.5 | -9.8 | 5.1
- CCc1nc2sc3c(c2c(=O)o1)CCCC3
    -1.3 | -0.6 | -2.0 | x | -14.0 | 0.8 | 13.3 | -6.0 | -2.5

# An excerpt; count on the stated rates, not on these rows.
